XBP1 UPR activ: activators of adaptive XBP1 UPR arm, primary screen, cell-based, CHO-XBP1 luciferase reporter, luminescence, uHTS | IRE1-XBP1 UPR activation; percent of tunicamycin response, DMSO as zero | activation, % at 20 µM | hit rate 0.33% among 330,000 | AID 463104, 2010;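 active = versus positive control, 20 µM dose yields 30% or more activation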;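 note: 100% = tunicamycin at 10 µg/mL and 0% = DMSO only wells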
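Material – CHO cell line with stable XBP1 luciferase reporter · Buffer or medium – F12 plus 10% FBS · Compound – single point, 20 µM final compound, 1% DMSO · Schedule – 16-18 h cell attachment at 37 °C, then 6 h compound exposure · Signal – Steady-Glo luminescence read · Benchmarks – high control tunicamycin 10 µg/mL final, low control DMSO vehicle only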
697 NFkB inh: inhibitors of PMA/ionomycin-induced NF-kB reporter, 697 cells, primary screen, B-cell NF-kB inhibitor project, cell-based, luminescence, uHTS | 697 B-cell NF-kB luciferase reporter, 16 h | inhibition, % at 4 µM | hit rate 0.33% among 330,000 | AID 435022, 2010; in the data active = inhibition above about 35%
CCR6 antag: CCR6 receptor antagonists, primary screen, cell-based, CHO-K1, luminescence, beta-arrestin, uHTS; CHO-K1 CCR6 PathHunter beta-arrestin, CCL20-stimulated; C-C chemokine receptor type 6 (Homo sapiens), P51684; inhibition, % at 20 µM; hit rate 0.49% among 340,000;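 active = compounds whose inhibition of the agonist-driven luminescence signal at 20 µM reaches about 50%, limit read from the data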;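 note: cells stimulated with CCL20 at 14 nM final; plate controls were DMSO with CCL20 for no effect and DMSO without agonist for full effect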
Jurkat NFkB inh: inhibitors of induced NF-kB luciferase reporter, primary screen, TCR NF-kB activation inhibitor project, cell-based, luminescence, uHTS; Jurkat, PMA/ionomycin-induced NF-kB luciferase reporter; inhibition, % at 4 µM; hit rate 0.53% among 330,000; AID 435003, 2010; in the data active = inhibition above about 50%
CHOP UPR activ: activators of apoptotic CHOP UPR arm, primary screen, cell-based, CHO-CHOP luciferase reporter, luminescence, uHTS; UPR activation; percent of tunicamycin response over DMSO baseline; activation, % at 10 µM; hit rate 0.34% among 330,000; AID 449763, 2010;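 active = at 10 µM dose, activation of 40% or more, normalized to positive control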;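 note: 100% = tunicamycin at 10 µg/mL and 0% = DMSO alone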
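Dosing – one dose, 10 µM in 0.5% DMSO · System – CHO-CHOP cells, stable luciferase reporter of PERK-eIF2a-CHOP signalling · Input – 500 cells/well · Control set – tunicamycin 10 µg/mL final as positive, DMSO-only wells as negative · Timing – 6 h compound treatment, 37 °C · Measure – % activation vs tunicamycin · Technique – luminescence read with Steady-Glo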
CXCR6 block: CXCR6 receptor inhibitors, primary screen, cell-based, beta-arrestin, luminescence, CHO-K1 PathHunter, 1536-well | C-X-C chemokine receptor type 6 (Homo sapiens), O00574 | inhibition, % at 20 µM | hit rate 0.36% among 360,000 | AID 602244, 2012; in the data active = inhibition above about 34%, passing the limit was not always enough;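 note: antagonist mode with CXCL16 agonist at 10 nM final; 0% = 10 nM CXCL16 with DMSO and 100% = unstimulated wells without agonist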
Mdm2 MdmX PPI: inhibitors of human Mdm2-MdmX association, primary screen, cell-based, luminescence, split luciferase, SaOS-2, uHTS | inhibition, % at 8 µM | Protein Mdm4 (Homo sapiens) + E3 ubiquitin-protein ligase Mdm2 (Homo sapiens), … | AID 485346, 2010 | SaOS-2 split-luciferase Mdm2/MdmX complementation | hit rate 3% among 330,000;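 active = inhibition of at least 50% at 8 µM in the primary screen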
Target sequence (O15151 whole entry, looked up): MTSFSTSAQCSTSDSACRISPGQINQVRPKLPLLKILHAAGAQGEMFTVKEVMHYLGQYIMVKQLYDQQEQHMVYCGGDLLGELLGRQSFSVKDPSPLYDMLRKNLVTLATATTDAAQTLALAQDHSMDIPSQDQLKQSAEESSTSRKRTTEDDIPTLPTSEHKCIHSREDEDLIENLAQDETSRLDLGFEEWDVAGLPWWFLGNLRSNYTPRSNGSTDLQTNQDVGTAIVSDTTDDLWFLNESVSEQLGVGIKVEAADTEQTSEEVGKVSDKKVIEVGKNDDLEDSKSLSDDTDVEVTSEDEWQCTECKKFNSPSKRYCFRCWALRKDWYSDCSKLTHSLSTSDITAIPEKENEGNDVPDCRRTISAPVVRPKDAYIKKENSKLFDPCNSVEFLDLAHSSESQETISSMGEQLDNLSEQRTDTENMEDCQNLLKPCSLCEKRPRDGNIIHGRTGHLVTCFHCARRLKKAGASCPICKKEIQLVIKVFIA
Target sequence (Q00987 whole entry, looked up): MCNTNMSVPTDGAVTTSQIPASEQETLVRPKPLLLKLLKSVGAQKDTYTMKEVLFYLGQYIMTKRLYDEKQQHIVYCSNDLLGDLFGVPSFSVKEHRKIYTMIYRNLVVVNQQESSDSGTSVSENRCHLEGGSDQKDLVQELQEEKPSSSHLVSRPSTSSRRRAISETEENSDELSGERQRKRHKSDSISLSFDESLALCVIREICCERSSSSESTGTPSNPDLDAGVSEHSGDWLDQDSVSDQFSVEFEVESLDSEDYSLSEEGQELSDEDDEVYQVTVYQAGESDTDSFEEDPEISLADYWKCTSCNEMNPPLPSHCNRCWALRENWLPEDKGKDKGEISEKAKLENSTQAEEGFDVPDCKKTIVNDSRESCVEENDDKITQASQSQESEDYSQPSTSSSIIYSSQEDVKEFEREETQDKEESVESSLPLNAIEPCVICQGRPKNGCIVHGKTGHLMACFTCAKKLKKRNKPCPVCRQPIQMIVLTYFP
Gli-Sufu antag: Gli-Sufu pathway antagonists, primary screen, luciferase luminescence, Sufu-KO-LIGHT cells, uHTS. Sufu-KO-LIGHT fibroblasts, Gli luciferase reporter luminescence. inhibition, % at 5 µM. hit rate 0.74% among 340,000;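 active = inhibition above about 55%, limit read from the data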;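 note: 0% = DMSO-treated cells and 100% = wells with medium but no cells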
EBI2 antag: EBI2 receptor antagonists, beta-arrestin recruitment, primary screen, cell-based, luminescence, 7a,25-OHC stimulation, uHTS; AID 651636, 2012; hit rate 0.81% among 360,000; G-protein coupled receptor 183 (Homo sapiens), P32249; inhibition, % at 5 µM; 7a,25-OHC stimulated; in the data active = inhibition above about 38%;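 note: enzyme fragment complementation signal reports receptor beta-arrestin coupling in cells; 0% = agonist plus DMSO wells and 100% = wells without agonist; some results beyond the cut were filed as inactive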
Active calls of the source: *; x = no result given.

SMILES	XBP1 UPR activ	697 NFkB inh	CCR6 antag	Jurkat NFkB inh	CHOP UPR activ	CXCR6 block	Mdm2 MdmX PPI	Gli-Sufu antag	EBI2 antag
COc1ccc(NC(=O)/C=C/c2ccco2)cn1	1	-35	0	-25	3.3	-2	-4	-50	-11
CC1CCc2c(sc(NC(=O)CCC(=O)O)c2C(=O)NC2CC2)C1 (configuration not stated)	1	-18	-2	1	0.9	-1	0	0	-10
CN1c2ccccc2N(C)C1c1ccc2c(c1)OCO2	-4	-9	1	3	-2.9	3	9	5	4
Cc1ccc(NC(=O)CN(C)S(=O)(=O)c2cccc3nsnc23)cc1C	-1	-2	3	4	0.6	-2	-8	0	2
CCn1cc(CN2CCC(C(=O)Nc3ccc(Oc4ccccc4)nc3)CC2)cn1	0	9	19	7	0.6	1	-2	20	1
Cc1cccc(C)c1NC(=O)C(NC(=O)c1ccccn1)c1ccc([N+](=O)[O-])cc1 (configuration not stated)	-1	9	15	8	1.4	5	-8	-5	0
CC(Sc1nnc2ccccn12)C(=O)Nc1ccc2c(c1)OCCO2 (configuration not stated)	4	2	13	-19	3.0	-1	-22	-20	-8
O=C(c1cnc(Cl)c(Cl)c1)N1CCN(S(=O)(=O)c2ccc(F)cc2)CC1	-3	25	4	12	-0.5	5	7	35	7
O=C(CN1C(=O)c2ccccc2C1=O)Nc1ccccc1C(=O)N1CCCC1	-1	9	-20	-7	-1.2	4	-21	-1	0
O=[N+]([O-])c1cccc(COc2cccc(CN3CCCC3)c2)c1	x	x	-1	x	x	0	x	-15	-3
COc1ccc(Cl)cc1NS(=O)(=O)c1cc(Br)cnc1N	-4	-20	4	-7	2.5	-3	5	-7	-5
O=C(NCc1ccco1)c1ccc(N2CCOCC2)c([N+](=O)[O-])c1	-1	8	16	8	-1.2	0	-29	0	-1
CCCN(CC(=O)Nc1ccccc1C)C(=O)COc1c(C)cccc1C	-2	-52	5	-26	-0.7	5	-8	-2	3
CCCC(=O)C1=C(O)C(C(=O)OC)C(C)(C)CC1=Nc1ccccc1 (configuration not stated)	0	4	-7	0	-0.1	3	-7	0	1
COc1ccccc1N1CCN(/N=C/c2cc(Br)ccc2F)CC1	-2	-32	25	-32	3.9	6	-32	-16	1
c1ccc(C2CN3CCSC3=N2)cc1 (configuration not stated)	-1	17	2	3	0.3	1	-24	2	-6
COCCNC(=O)CN1CCC(NC(=O)C(C)(C)C)CC1	1	-14	10	-4	-0.4	0	1	-3	-16
CCCCn1c(N)c(N(CCC(C)C)C(=O)c2ccc(C)c(S(=O)(=O)N3CCOCC3)c2)c(=O)[nH]c1=O	-3	13	2	4	-1.4	2	18	-5	-16
CCCNC(=O)N1C2=NC(C(=O)OC)=C(C(=O)OC)[C@@H]3N(Cc4ccccc4)c4ccccc4[C@]23C[C@H]1CO	-2	21	6	10	4.3	-5	27	-7	-20
Cc1c(C(=O)OCC(=O)N(CC(C)C)c2c(N)n(Cc3ccccc3)c(=O)[nH]c2=O)oc2ccccc12	2	0	4	13	-2.1	8	5	2	-6
CC(C)CCNC(=O)c1c(CSc2ccccc2)noc1C(=O)NCc1ccccc1	3	-3	20	-16	3.7	15	1	6	-2
CCc1cccc(C)c1NC(=O)c1cc(=O)[nH]c2ccc(S(=O)(=O)N3CCOCC3)cc12	-2	13	-2	-2	3.1	3	14	2	3
CC(=O)c1ccc2c(c1)Nc1ccccc1S2	2	-6	1	1	1.9	2	11	-7	-11
Cc1cc(C)nc(SC/C=C/c2ccccc2)n1	1	-18	0	-9	6.0	0	16	-8	10
Cc1cc(S(=O)(=O)Nc2ccc(C(=O)NCC(c3ccco3)N3CCCCC3)cc2)ccc1F (configuration not stated)	0	-29	7	16	1.0	-2	7	6	3

A stretch from the list above, as a working copy:
SMILES	XBP1 UPR activ	697 NFkB inh	CCR6 antag	Jurkat NFkB inh	CHOP UPR activ	CXCR6 block	Mdm2 MdmX PPI	Gli-Sufu antag	EBI2 antag
COc1ccc(NC(=O)/C=C/c2ccco2)cn1	1	-35	0	-25	3.3	-2	-4	-50	-11
CC1CCc2c(sc(NC(=O)CCC(=O)O)c2C(=O)NC2CC2)C1 (configuration not stated)	1	-18	-2	1	0.9	-1	0	0	-10
CN1c2ccccc2N(C)C1c1ccc2c(c1)OCO2	-4	-9	1	3	-2.9	3	9	5	4
Cc1ccc(NC(=O)CN(C)S(=O)(=O)c2cccc3nsnc23)cc1C	-1	-2	3	4	0.6	-2	-8	0	2
CCn1cc(CN2CCC(C(=O)Nc3ccc(Oc4ccccc4)nc3)CC2)cn1	0	9	19	7	0.6	1	-2	20	1
Cc1cccc(C)c1NC(=O)C(NC(=O)c1ccccn1)c1ccc([N+](=O)[O-])cc1 (configuration not stated)	-1	9	15	8	1.4	5	-8	-5	0
CC(Sc1nnc2ccccn12)C(=O)Nc1ccc2c(c1)OCCO2 (configuration not stated)	4	2	13	-19	3.0	-1	-22	-20	-8
O=C(c1cnc(Cl)c(Cl)c1)N1CCN(S(=O)(=O)c2ccc(F)cc2)CC1	-3	25	4	12	-0.5	5	7	35	7
O=C(CN1C(=O)c2ccccc2C1=O)Nc1ccccc1C(=O)N1CCCC1	-1	9	-20	-7	-1.2	4	-21	-1	0
O=[N+]([O-])c1cccc(COc2cccc(CN3CCCC3)c2)c1	x	x	-1	x	x	0	x	-15	-3
COc1ccc(Cl)cc1NS(=O)(=O)c1cc(Br)cnc1N	-4	-20	4	-7	2.5	-3	5	-7	-5

(list continues)
SMILES	XBP1 UPR activ	697 NFkB inh	CCR6 antag	Jurkat NFkB inh	CHOP UPR activ	CXCR6 block	Mdm2 MdmX PPI	Gli-Sufu antag	EBI2 antag
Cc1ccccc1NS(=O)(=O)c1cc2c(cc1C)NC(=O)CO2	-2	14	0	2	-1.5	-3	16	-4	1
COc1ccccc1/C=C/C(=O)N1CCN(S(=O)(=O)c2cc(C)ccc2C)CC1	-1	13	7	-3	0.8	1	6	-5	85*
COc1cccc(CN2CCN(CC#Cc3ccccc3)CC2CCO)c1 (configuration not stated)	-2	2	10	1	-0.5	5	-9	4	3
O=C(CSc1nnc(CNC(=O)c2ccco2)o1)Nc1ccc(F)cc1	-7	18	0	9	2.1	-3	6	-11	1
OC(CN1CCOCC1)Cn1cnc2ccccc21 (configuration not stated)	-2	4	9	-7	-0.9	2	18	-3	0
Cc1cccc(C(=O)N2CCC(N3CCC(C(=O)N4CCOCC4)CC3)CC2)c1	-6	0	3	6	1.1	-3	20	6	-6
Cc1nc2nc(SCC(=O)NCCCN3CCCC3)nn2c(C)c1Cc1ccccc1Cl	2	-10	9	-1	0.3	6	21	31	13
CC(C)c1ccc(NC(=O)COC(=O)C2CCCCC2)cc1	1	11	6	-10	2.7	3	-30	-16	2
O=C(O)CCCC(=O)Nc1ccccc1Oc1ccccc1	0	-3	-4	-17	-0.2	-1	25	8	-13
O=C(Nc1ccccc1)c1cn(CCBr)cn1	-4	-97	-1	-93	0.5	-2	-51	-47	-11
C#CCOCCOCCOCCNc1nc(N2CCN(C(=O)[C@H](CCCCN)n3cc([C@@H](N)[C@H](C)CC)nn3)CC2)nc(N2CCN(C(=O)[C@H](CCC(=O)O)n3cc([C@@H](N)CCCCN)nn3)CC2)n1	3	15	3	-3	1.1	-8	18	37	-11
COC(=O)c1ccc2c(=O)n(CCCCCC(=O)O)c(=S)[nH]c2c1	-5	25	15	4	-3.3	-2	19	14	-8
Cc1cccc(NC(=O)C2C(c3ccccc3)C2(Cl)Cl)c1C (configuration not stated)	-1	-24	-7	6	-0.6	-2	5	-24	8
Cc1ccsc1/C=N/NC(=O)C1C(=O)NCC1c1ccccc1 (configuration not stated)	1	21	-2	11	0.1	x	9	-3	x
Cc1nc2c(-c3ccc(F)cc3)cnn2c(N)c1-c1ccc(F)cc1	6	-357	-8	-149	5.0	2	61*	32	5
CS(=O)(=O)N(CC(=O)N1CCCC1)c1cccc(Cl)c1	2	8	-19	-6	1.1	-2	24	0	0
Fc1ccccc1COc1ccc(Br)cc1CNCC1CCCO1 (configuration not stated)	-2	-4	16	-2	-0.9	-12	31	31	1
CCn1c(=O)n(CC)c2cc(S(=O)(=O)N3CCC(c4ccccc4)CC3)ccc21	0	-42	0	3	-1.7	-9	23	17	14
Cc1cc(C)cc(NC(=O)c2ccccc2CC[N+](=O)[O-])c1	-3	11	11	-11	2.2	6	6	6	-1
Cc1cccc(N2C(=O)N3[C@H](c4ccc(Br)cc4)[C@@H]4C(=O)N(C(C)(C)C)C(=O)[C@@H]4[C@]3(Cc3ccc(Cl)cc3)C2=O)c1	-1	8	-4	-3	3.3	-6	14	-9	6
Cc1ccc(S(=O)(=O)N(CC(O)CN2CCOCC2)c2cc(Cl)ccc2Cl)cc1 (configuration not stated)	-1	7	12	20	-3.9	3	11	-5	2
CCc1cc2c(N3CCN(c4nnc(CC)s4)CC3)ncnc2s1	0	-55	-2	13	6.8	-8	29	4	-11
O=C(Cc1ccccc1)NC1CCN(C(=O)NCc2ccccc2)CC1	-3	1	-3	6	0.1	-1	0	-5	3
CCCC1CCC(c2ccc(OCC)cc2)=CC1=O (configuration not stated)	-2	-145	7	-137	9.8	2	-121	-79	11
Cc1csc(NC(=O)C2CCCN2C(=O)Oc2ccccc2)n1 (configuration not stated)	2	8	-4	2	-0.5	-3	5	2	-10
CC(OC(=O)c1cccnc1Cl)C(=O)Nc1ccc2c(c1)OCCO2 (configuration not stated)	3	-10	-1	0	-2.1	-4	3	-7	-1
COc1ccccc1C(=O)Oc1ccc(C(C)(C)C)cc1	0	1	21	13	3.6	-10	23	-4	8
CC1=Nn2c(nnc2-c2ccccn2)SC1	1	23	11	6	-0.8	-7	9	-10	-7
COc1ccc(C(=O)Nc2nnc(Cc3cccs3)s2)cc1OC	0	36*	6	12	1.4	6	19	-8	-7

Source: PubChem

Outcome played no part in choosing rows; about 5% have a hit in one of these screens.
